DUSP3 inh – VHR1 phosphatase inhibitors, primary screen, biochemical, absorbance, uHTS | Dual specificity protein phosphatase 3 (Homo sapiens), P51452 | recombinant VHR phosphatase, pNPP absorbance | inhibition, % at 13.3 µM | actives 0.52% (n = 290,000) | AID 1654, 2009; in the data active = inhibition above about 50%; also: some compounds called inactive have numbers as strong as hits
Target sequence (P51452 whole entry, looked up): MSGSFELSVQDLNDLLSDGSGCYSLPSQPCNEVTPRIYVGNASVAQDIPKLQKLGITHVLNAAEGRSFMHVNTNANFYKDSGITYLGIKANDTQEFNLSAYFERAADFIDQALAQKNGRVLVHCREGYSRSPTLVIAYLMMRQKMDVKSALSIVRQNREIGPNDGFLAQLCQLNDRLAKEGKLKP
Rv3671c protease – Rv3671c serine protease inhibitors, primary screen, biochemical, fluorescence polarization, M. tuberculosis H37Rv; P9WHR9; inhibition, % at 5.96 µM; actives 0.048% (n = 320,000); AID 2606, 2010; in the data active = inhibition above about 38%;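 also: extracellular domain of Rv3671c used as enzyme; 0% = enzyme with DMSO and 100% = no enzyme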
MazEF act – activators of E. coli MazEF toxin-antitoxin RNase, primary screen, biochemical, fluorescence, uHTS | Endoribonuclease toxin MazF (Escherichia coli (strain K12)), P0AE70 | FAM/BHQ RNA-DNA oligo cleavage fluorescence, 5 h | activation, % at 20 µM | actives 0.32% (n = 350,000) | AID 504720, 2011; in the data active = activation above about 50%
Target sequence (P0AE70 whole entry, looked up): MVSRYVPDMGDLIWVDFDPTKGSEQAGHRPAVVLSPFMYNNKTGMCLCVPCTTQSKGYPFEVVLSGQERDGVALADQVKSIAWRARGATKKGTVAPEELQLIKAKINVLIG
GDH-TPI inh – GDH-TPI coupling enzyme inhibitors, primary screen, artefact control for M. tuberculosis FBA inhibitor project, biochemical, absorbance, full deck | GDH-TPI coupled enzyme counterscreen, NADH absorbance | inhibition, % at 4.8 µM | actives 1.2% (n = 360,000) | AID 588335, 2011;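 also: 0% = DMSO wells and 100% = wells lacking the enzyme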
FadD28 FP inh – inhibitors of FadD28 bisubstrate probe binding, primary screen, biochemical, fluorescence polarization, single point; Mycobacterium tuberculosis FadD28 fatty-acid-AMP ligase; AID 588549, 2011; inhibition, % at 12.5 µM; actives 0.22% (n = 360,000); in the data active = inhibition above about 8.5%, passing the limit was not always enough; inconclusive = no clear call, values can overlap the other calls
UGM FP inh – M. tuberculosis UGM enzyme inhibitors, primary screen, biochemical, fluorescence polarization, single point; UDP-galactopyranose mutase (Mycobacterium tuberculosis (strain ATCC 25618 / H37Rv)), …; purified UGM, fluorescence polarization probe displacement; inhibition, % at 10 µM; actives 0.06% (n = 320,000); in the data active = inhibition above about 10%, passing the limit was not always enough; inconclusive = no clear call, values can overlap the other calls
Target sequence (P9WIQ1 whole entry, looked up): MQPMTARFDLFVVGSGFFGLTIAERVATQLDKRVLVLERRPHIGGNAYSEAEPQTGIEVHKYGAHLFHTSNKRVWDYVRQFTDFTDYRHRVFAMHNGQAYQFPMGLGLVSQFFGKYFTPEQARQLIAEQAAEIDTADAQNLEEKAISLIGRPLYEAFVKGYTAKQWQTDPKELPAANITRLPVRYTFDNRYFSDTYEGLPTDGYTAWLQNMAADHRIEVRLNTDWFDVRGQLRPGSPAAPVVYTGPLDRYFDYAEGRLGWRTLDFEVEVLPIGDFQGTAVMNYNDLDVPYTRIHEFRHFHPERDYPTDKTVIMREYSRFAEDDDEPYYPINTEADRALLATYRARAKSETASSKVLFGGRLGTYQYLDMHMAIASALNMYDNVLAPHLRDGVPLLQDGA
Mtb BioA inh – M. tuberculosis BioA enzyme inhibitors, primary screen, biochemical, plate reader, single point, HTS; inhibition, % at 9.99 µM; purified M. tuberculosis BioA enzyme; AID 602481, 2012; 7,8-diaminopelargonic acid synthase BioA (Mycobacterium tuberculosis); actives 0.096% (n = 360,000); in the data active = inhibition above about 40%; inconclusive = no clear call, values can overlap the other calls
BoNT-F LC inh – BoNT/F light chain protease inhibitors, primary screen, biochemical, flow cytometry, MLPCN library | Botulinum neurotoxin type F light chain protease (Clostridium botulinum) | Multiplex microsphere protease cleavage assay | inhibition, % at 10 µM | actives 0.22% (n = 360,000); in the data active = inhibition above about 35%, passing the limit was not always enough; inconclusive = no clear call, values can overlap the other calls; also: plate controls were buffer without enzyme for full effect and enzyme alone for no effect
CCHFV vOTU inh – CCHFV vOTU protease inhibitors, primary screen, biochemical, Pep-AMC substrate, fluorescence. Crimean-Congo hemorrhagic fever virus L polyprotein viral ovarian tumor (vOTU) protease …. inhibition, % at 11.5 µM. actives 0.55% (n = 370,000); also: 0% = vehicle wells with enzyme and 100% = no enzyme wells
Mtb FBA inh – Mtb FBA enzyme inhibitors, primary screen, biochemical, fluorescence, strain H37Rv; Fructose-bisphosphate aldolase (Mycobacterium tuberculosis (strain ATCC 25618 / H37Rv)), …; purified M. tuberculosis FBA, fluorescence read-out; inhibition, % at 1 µM; actives 2.3% (n = 360,000); AID 588726, 2011; in the data active = inhibition above about 27%;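 also: 0% = vehicle and 100% = reference inhibitor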
Target sequence (P9WQA3 whole entry, looked up): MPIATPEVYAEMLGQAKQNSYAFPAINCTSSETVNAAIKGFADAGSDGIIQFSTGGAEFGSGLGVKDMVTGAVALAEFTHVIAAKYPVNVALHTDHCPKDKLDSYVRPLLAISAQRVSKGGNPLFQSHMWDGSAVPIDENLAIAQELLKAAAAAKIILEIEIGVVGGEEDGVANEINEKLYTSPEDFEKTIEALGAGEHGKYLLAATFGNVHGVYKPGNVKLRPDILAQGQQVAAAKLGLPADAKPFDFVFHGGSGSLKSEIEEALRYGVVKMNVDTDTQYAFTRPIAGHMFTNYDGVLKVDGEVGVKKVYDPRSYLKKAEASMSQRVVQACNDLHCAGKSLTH
An asterisk follows results filed as active; u = inconclusive; x = not tested or not shown; + = active, no number. Rule as the data show it, unless noted: active = inhibition above about 30%; inactive = the rest.

SMILES	DUSP3 inh	Rv3671c protease	MazEF act	GDH-TPI inh	FadD28 FP inh	UGM FP inh	Mtb BioA inh	BoNT-F LC inh	CCHFV vOTU inh	Mtb FBA inh
CC(C)Cn1nc(C(=O)Nc2cccc(S(=O)(=O)N3CCCC3)c2)c2ccccc2c1=O	x	-17.9	-6.1	3.0	-3.2	0.2	1.4	-2.4	3.0	1.5
Cc1cc(N2CCN(Cc3nc(-c4ccc(F)cc4)oc3C)CC2)cc(C)n1	3.9	-4.8	13.7	6.8	-2.3	4.1	x	-9.3	5.2	-2.9
O=C1NC2(CCC3(CC2)OCCO3)NN1c1ccc(Cl)cc1	1.1	5.4	-14.3	-1.3	-1.0	-0.4	x	1.9	-8.0	1.1
CN(C(=O)Cn1c(Cl)nc2c1c(=O)n(C)c(=O)n2C)C1CCS(=O)(=O)C1 (stereo not drawn)	x	-0.1	2.3	-6.5	0.0	1.1	-1.0	10.5	-2.7	-2.0
Oc1ccc(C2N=C(c3ccccc3)NC(c3ccccc3)=N2)cc1	19.9	-5.1	22.7	-5.2	-1.2	0.3	-0.8	-1.5	1.4	-0.3
CCN(CC)CCCN1C(=O)C(=O)/C(=C(/O)c2ccc(Cl)cc2)C1c1ccccn1 (stereo not drawn)	3.6	7.1	-2.8	15.8	1.5	-2.3	-4.9	16.2	10.5	1.0
CN(Cc1ccccc1)C(=O)Nc1c(Cl)cccc1Cl	x	x	x	x	-1.5	x	x	5.3	-10.3	1.5
O=C(NC1CCCCC1)C(c1ccccc1)N(C(=O)c1cccs1)c1ccc2c(c1)OCO2 (stereo not drawn)	10.3	-6.5	-15.6	14.2	0.7	6.1	-1.4	-9.7	-11.2	1.0
C=C(C)CN(CC)C(=O)CN1C(=O)NC(C)(c2ccc3ccccc3c2)C1=O (stereo not drawn)	44.0	-2.6	-1.1	-1.5	-0.6	-0.3	x	-14.6	-5.8	2.6
COc1ccc(C2=NN(CN3C(=O)C(=O)c4ccccc43)C(c3cccc([N+](=O)[O-])c3)C2)cc1 (stereo not drawn)	13.1	-5.9	19.1	-4.0	-3.0	1.0	x	-0.9	-5.4	2.5
O=C(O)c1ccc(Cl)c(S(=O)(=O)NCc2ccco2)c1	-12.4	10.0	-0.1	-2.5	-2.9	0.4	0.2	-4.7	0.5	0.8
O=C(COC(=O)c1ccc(Cl)c(Cl)c1)NC1CCCC1	x	-3.3	-6.5	-4.8	x	-6.1	1.3	7.1	-6.0	-0.8
S=C(Nc1ccccc1Cl)N1CCCCCC1	21.9	-3.7	7.0	-6.8	-4.3	1.0	x	-4.4	-0.5	-1.2
Cc1nc2ccc(NS(=O)(=O)c3ccc(F)cc3F)cc2s1	x	-4.7	-13.0	-2.5	0.4	0.3	-1.5	x	5.3	-0.8
CS(=O)(=O)N(CC(=O)N1CCCCC1)c1ccc2c(c1)OCO2	12.7	-11.0	8.2	-7.9	-3.7	0.5	-0.3	7.5	11.0	-4.2
CC(=O)N1CCc2[nH]c3ccc(C)cc3c2C1	-2.9	-65.5	7.9	8.4	-0.1	2.6	-2.1	u	-14.2	3.4
CC(=O)c1cccc(NC(=O)C(C)OC(=O)c2ccc(-n3cnnn3)cc2)c1 (stereo not drawn)	x	x	3.2	4.2	-0.7	x	-1.5	-1.3	-2.2	-0.3
O=C(CSc1ccc(-c2ccccn2)nn1)N1CCCC1	16.5	9.8	18.4	-3.1	0.0	-1.7	x	4.1	11.3	-2.1
Cc1nnc(C)c2c(C)n(C(C)c3ccccc3)c(C)c12 (stereo not drawn)	13.8	-3.4	8.7	14.3	-1.2	0.7	x	-22.5	-1.4	3.1
Cc1ccc(C(=O)c2ccc(O)cc2)cc1C	2.9	-12.8	-5.0	7.1	-2.2	-2.6	0.8	-2.0	4.1	-0.4

By substructure, the entries above containing fluorine (2)
SMILES	DUSP3 inh	Rv3671c protease	MazEF act	GDH-TPI inh	FadD28 FP inh	UGM FP inh	Mtb BioA inh	BoNT-F LC inh	CCHFV vOTU inh	Mtb FBA inh
Cc1cc(N2CCN(Cc3nc(-c4ccc(F)cc4)oc3C)CC2)cc(C)n1	3.9	-4.8	13.7	6.8	-2.3	4.1	x	-9.3	5.2	-2.9
Cc1nc2ccc(NS(=O)(=O)c3ccc(F)cc3F)cc2s1	x	-4.7	-13.0	-2.5	0.4	0.3	-1.5	x	5.3	-0.8

Next compounds:
SMILES	DUSP3 inh	Rv3671c protease	MazEF act	GDH-TPI inh	FadD28 FP inh	UGM FP inh	Mtb BioA inh	BoNT-F LC inh	CCHFV vOTU inh	Mtb FBA inh
C=CCN(c1ccccc1)S(=O)(=O)c1ccc(Cl)c(C(=O)OCC(=O)c2[nH]c(C)c(C(C)=O)c2C)c1	5.4	-22.3	0.3	-1.5	-1.2	1.4	0.2	-0.6	-10.8	1.1
COC(=O)CSc1nnc(CNC(=O)c2ccccc2F)n1-c1ccc(F)cc1	6.0	1.5	-12.0	0.6	-0.5	-0.4	x	5.4	19.2	8.1
O=Nc1c(O)[nH]c2ccc(Cl)c(Cl)c12	x	x	2.8	9.7	-4.4	x	1.3	-9.1	13.3	-2.0
COc1ccc(NC(=O)CSCC(=O)N(C)Cc2cccc(OC)c2OC)cc1	x	2.3	-4.6	2.1	-1.8	3.7	0.1	-7.5	-9.6	0.1
COc1cccc(-c2ccc(C#N)c(=O)[nH]2)c1	7.8	-5.6	8.3	18.9	-0.3	0.1	x	-7.9	-54.2	111.2*
Cc1ccc(S(=O)(=O)N2CCN(C(=O)C3CCCCC3)CC2)cc1	21.1	-10.3	3.7	9.6	-2.6	1.2	0.0	-4.9	3.2	-0.7
O=C(O)CSc1ncnc2sc3c(c12)CCCC3	16.5	-7.6	2.7	-3.1	-0.5	-0.2	-2.9	0.0	-9.3	7.9
O=C(c1nc2ccc(Cl)cn2c1CN1CCC(O)CC1)N1CCc2ccccc2C1	24.0	-3.8	-2.3	7.7	-1.4	0.4	-1.3	x	4.7	5.6
Nc1ncnc2c1ncn2[C@@H]1O[C@H](C(=O)Nc2cc(C(F)(F)F)cc(C(F)(F)F)c2)[C@@H](O)[C@H]1O	x	x	x	x	-12.8	x	-1.0	-0.4	14.1	-0.1
CCCCn1c(=O)c(C=Nc2cc([N+](=O)[O-])ccc2OC)c(O)n(CCCCl)c1=O	-4.8	-16.4	8.4	11.7	0.3	0.6	x	-0.1	9.9	-0.7
CC(=O)Nc1ccc(N/C(C)=C/C(=O)c2cccnc2)cc1	1.0	-9.4	-2.6	8.7	0.3	2.5	x	2.9	-9.4	1.8
COc1ccc(C(=O)N/C(=C\c2cn(S(=O)(=O)N(C)C)c3ccccc23)C(=O)NCCCn2ccnc2)cc1	-14.4	-3.5	5.4	13.8	-4.3	1.8	-0.4	-2.0	3.6	-2.0
Cc1ccc(S(=O)(=O)N2CCN(c3nc(C(C)C)c4c(c3C#N)CC(C)(C)OC4)CC2)cc1	8.3	-7.9	-8.6	11.8	0.0	1.6	1.3	7.4	16.7	2.2
O=C(NCc1ccc(F)cc1)c1c2c(nc3ccccc13)CCC2	22.3	1.6	3.6	3.7	-0.6	-4.2	x	-5.4	6.2	-0.5
CCOC(=O)c1c(NC(=O)COC(=O)c2ccccn2)sc(C)c1C	x	-7.8	-3.8	-1.3	-4.4	-0.7	1.7	0.3	-2.9	-4.1
CSCC[C@H](NC(=O)NCc1ccc(F)cc1)C(=O)O	15.3	-0.3	4.0	-2.7	-2.3	1.1	-0.3	-0.1	6.9	0.7
NC1=NC(=O)C(Cc2cccc(Cl)c2)S1 (stereo not drawn)	-4.7	-14.8	8.0	-6.6	-3.5	-2.6	2.0	-1.1	-0.5	-1.3
CC(C)(C)c1ccc(C(=O)NCCC(=O)NCc2ccco2)cc1	3.3	-9.8	-2.2	-0.7	1.8	-0.6	-1.0	4.1	-10.1	3.3
Cc1cccc(-[n+]2c(-c3cccc(Br)c3)[nH]c3nc4ccccc4nc32)c1	5.4	7.8	-1.7	-0.8	-0.2	-1.3	-0.9	x	-0.2	2.0
Cc1ccc(C(=O)OCC(=O)NCCC2=CCCCC2)s1	10.2	-1.6	0.6	7.7	1.1	-1.6	0.3	-2.0	6.6	5.0
CCCCC(=O)NCc1ccccc1Cl	-12.3	0.4	12.0	-0.3	-1.0	-1.5	x	-3.9	5.9	-1.0
COc1cc(/C=N/Nc2ccccn2)ccc1O	9.3	-2.4	0.9	25.2	-1.0	-2.9	x	-7.2	18.5	0.6
Cc1cc(C)c(NC(=O)CCCC(=O)O)c(Cl)c1	-24.8	-2.1	-0.6	-11.9	-6.2	-0.6	0.3	10.3	7.8	-1.6
CCC(C)n1c(S(=O)(=O)O)nc2ccccc21 (stereo not drawn)	22.3	0.0	-2.3	-1.9	-0.7	0.2	-1.8	1.4	-3.7	-0.1
c1ccc(Cn2c(-c3ccco3)nc3nc4ccccc4nc32)cc1	17.9	-20.0	37.3	20.5	-3.4	0.9	-1.7	-2.0	-139.2	+
COc1ncnc(OC)c1S(=O)(=O)Nc1ccc(C(F)(F)F)cc1	19.7	-4.4	12.6	-2.0	-3.0	0.3	2.1	6.2	-7.8	-1.4
COc1ccc(CNC(=O)C2(CC3CC(c4ccccc4)=NO3)CCN(C(=O)c3cccc(O)c3)CC2)cc1 (stereo not drawn)	x	-16.0	3.1	11.4	-1.2	2.5	-1.1	0.2	1.1	4.0
Nc1nc(N)nc(-c2ccc([N+](=O)[O-])o2)n1	x	x	-6.3	22.5	-5.4	x	x	-3.7	14.9	-2.0
COc1cccc(CN(C)C(=O)C23CC4CC(CC(NC(C)=O)(C4)C2)C3)c1OC	9.6	x	-0.5	-1.0	1.1	-2.1	2.0	15.7	-20.2	0.7
CC(C)Oc1ccc(C(=O)/C(=C\c2cccs2)c2nc3ccccc3o2)cc1	21.2	-4.8	-2.2	5.2	-4.4	1.2	x	-1.1	17.6	-2.9
CCOC(=O)c1ccc(N(CC(=O)NC2CCCCC2)C(=O)CNC(=O)c2ccco2)cc1	10.1	-8.5	3.7	-9.5	x	-1.5	1.1	2.8	0.6	0.7
Cn1nc(-c2ccccc2)cc1NS(=O)(=O)c1ccc(C#N)cc1	1.1	5.8	-1.4	13.1	-0.5	-0.5	-1.6	x	-7.9	6.6
CCOc1ccc(Nc2nc(N)c([N+](=O)[O-])c(NCc3ccccc3)n2)cc1	-18.6	-1.1	14.7	13.1	0.8	-2.1	-1.3	x	-2.9	7.0
Cc1[nH]c2ccccc2c1SCC(=O)Nc1nccs1	14.7	-1.0	5.4	-3.8	-0.8	-4.6	x	-3.0	5.2	0.3
CN(C)CCNC(=O)c1nn(C)c2c1CCc1ccccc1-2	17.0	-0.5	0.2	-10.7	x	-4.8	1.0	3.9	-3.6	-1.9
COc1ccc(N(CC2CO2)S(=O)(=O)c2ccccc2)cc1 (stereo not drawn)	1.9	-5.5	-5.5	6.6	-0.7	-1.7	x	-4.2	-6.6	4.1
O=C(Nc1ncccc1O)c1ccc2ccccc2c1	-7.2	-1.8	-3.8	12.7	0.7	2.2	-2.7	1.7	-5.7	1.0
O=C(OCCN1CCN(C2=NS(=O)(=O)c3ccccc32)CC1)c1cccc(Br)c1	1.2	0.7	-1.4	7.3	-1.8	0.9	3.7	6.4	-3.1	0.6

Assay outcomes deposited in PubChem by several laboratories.
